# From PubChem BioAssay
# hIAP inh: human IAP inhibitors, primary screen, biochemical, luminescence, uHTS | purified IAP, CDP-Star luminescence, 30 min | inhibition, % at 10 µM | hit rate 0.12% among 330,000 | AID 2544, 2010;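 active = inhibition reaching a set limit with compound at 10 µM in the primary screen, cut at about 35% in these data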;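 also: plate controls were DMSO wells with enzyme for no effect and no-enzyme buffer wells for full effect; values of inactives mirror those of a sister screen read the other way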
# Target sequence (P09923 whole entry, looked up): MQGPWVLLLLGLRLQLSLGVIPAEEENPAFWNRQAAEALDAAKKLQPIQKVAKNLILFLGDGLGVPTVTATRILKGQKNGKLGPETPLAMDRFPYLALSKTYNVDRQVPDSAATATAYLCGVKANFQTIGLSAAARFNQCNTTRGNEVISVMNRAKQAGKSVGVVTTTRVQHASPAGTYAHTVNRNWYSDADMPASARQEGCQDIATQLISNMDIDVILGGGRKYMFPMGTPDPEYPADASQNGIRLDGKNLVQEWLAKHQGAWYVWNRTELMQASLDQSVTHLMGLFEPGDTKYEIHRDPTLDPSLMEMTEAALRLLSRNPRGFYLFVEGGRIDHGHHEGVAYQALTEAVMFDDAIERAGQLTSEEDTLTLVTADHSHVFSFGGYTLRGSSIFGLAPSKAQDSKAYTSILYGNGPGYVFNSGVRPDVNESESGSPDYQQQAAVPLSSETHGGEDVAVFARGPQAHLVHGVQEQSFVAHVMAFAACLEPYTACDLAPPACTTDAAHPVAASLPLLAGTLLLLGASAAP
# NLRP3 yeast inh: NALP3 inflammasome inhibitors in reconstituted yeast, primary screen, luminescence, uHTS; Yeast reconstituted NLRP3/ASC/caspase-1, beta-gal luminescence, 24 h; inhibition, % at 10 µM; hit rate 0.39% among 330,000;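 active = inhibition of 50% or more; inactive = inhibition below 50%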;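 also: plate controls were induced DMSO wells for no effect and uninduced yeast grown without galactose for full effect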
# ATG4B inh: ATG4B protease inhibitors, primary screen, biochemical, fluorescence, uHTS. AID 504462, 2011. inhibition, % at 8.33 µM. hit rate 0.51% among 340,000. ATG4B cleavage of LC3-PLA2, NBD-HPC fluorescence, 1 h. Cysteine protease ATG4B (Homo sapiens), Q9Y4P1; in the data active = inhibition above about 40%
# Target sequence (Q9Y4P1 whole entry, looked up): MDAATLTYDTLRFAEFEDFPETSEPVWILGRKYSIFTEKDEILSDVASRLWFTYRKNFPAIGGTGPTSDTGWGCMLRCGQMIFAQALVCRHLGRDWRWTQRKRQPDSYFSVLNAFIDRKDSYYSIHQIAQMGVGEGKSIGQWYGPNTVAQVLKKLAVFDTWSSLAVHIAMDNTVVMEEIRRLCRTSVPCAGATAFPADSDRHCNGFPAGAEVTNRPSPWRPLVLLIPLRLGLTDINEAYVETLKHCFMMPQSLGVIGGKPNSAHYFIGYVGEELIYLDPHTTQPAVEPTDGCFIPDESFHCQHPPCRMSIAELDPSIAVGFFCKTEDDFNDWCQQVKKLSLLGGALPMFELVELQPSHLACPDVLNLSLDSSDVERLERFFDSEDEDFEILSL
# TIM10 inh: growth inhibitors of isogenic TIM10 control yeast, primary screen, counter-screen for tim10-1 yeast inhibitor project, luminescence, uHTS | S. cerevisiae TIM10 strain growth, BacTiter-Glo luminescence, 24 h | inhibition, % at 10 µM | hit rate 1.4% among 330,000 | AID 463195, 2010;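 active = inhibition of 40% or more at the single tested concentration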;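 also: wild-type TIM10 isogenic control strain grown at permissive 25 °C; 0% = DMSO yeast wells and 100% = minimal medium wells without yeast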
# tim10-1 inh: growth inhibitors of tim10-1 mutant yeast, primary screen, luminescence, uHTS. S. cerevisiae tim10-1 ts strain growth, BacTiter-Glo, 24 h. inhibition, % at 20 µM. hit rate 2.2% among 330,000. AID 463190, 2010;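 active = inhibition of at least 40%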;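 also: mutant grown at 25 °C; 0% = DMSO wells with yeast and 100% = wells holding no yeast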
# mIAP act: activators of mouse IAP, primary screen, biochemical, luminescence, uHTS; muIAP, CDP-Star luminescence, 30 min; hits give high values; 1 = vehicle-only enzyme signal, 0 = enzyme-free wells; activation factor at 10 µM; intestinal alkaline phosphatase [Mus musculus]; hit rate 0.24% among 330,000;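 active = activation factor of at least 2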; also: the source names both 10 and 20 µM as test concentration; values of inactives mirror those of a sister screen read the other way
#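 also added = chemiluminescent substrate CDP-Star | test system = mouse IAP enzyme | signal = chemiluminescence readout | compound = DMSO-dissolved test compounds | incubation = 30 min at room temperature | benchmarks = DMSO wells, no-enzyme wells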
# Apaf1 inhib: inhibitors of human Apaf-1 apoptosome, primary screen, biochemical, DEVD-Rh110 fluorescence, uHTS; hit rate 0.71% among 330,000; reconstituted apoptosome caspase-3 activity; inhibition, % at 20 µM; Apoptotic protease-activating factor 1 (Homo sapiens), O14727; active = inhibition of at least 40% at 20 µM;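 also: plate controls were DMSO wells for no effect and DEVD-CHO caspase inhibitor wells for full effect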
#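 System: Apoptosome proteins | Medium: Hepes pH 7.5 with detergent and BSA | Also added: Cytochrome c trigger plus (Z-DEVD)2-Rh110 caspase-3 substrate | Incubation: 30 min compound preincubation, 50 min activation, room temperature | Detection: Rhodamine 110 fluorescence at Ex 480/Em 540 nm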
# mIAP block: inhibitors of mouse IAP, primary screen, biochemical, luminescence, uHTS | purified mouse IAP, CDP-Star luminescence, 30 min | inhibition, % at 10 µM | AID 2806, 2010 | intestinal alkaline phosphatase [Mus musculus] | hit rate 0.2% among 330,000;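 active = inhibition of at least 40% at 10 µM in the primary screen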;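 also: plate controls were DMSO with enzyme for no effect and no enzyme wells for full effect; values of inactives mirror those of a sister screen read the other way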
# hIAP activ: human IAP activators, primary screen, biochemical, luminescence, uHTS; Intestinal-type alkaline phosphatase (Homo sapiens), P09923; purified human IAP, CDP-Star luminescence, 30 min; hits give high values; 1 = vehicle-only enzyme, 0 = enzyme-free background; activation factor at 10 µM; hit rate 0.16% among 330,000;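 active = activation factor of the enzyme at least 2-fold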; also: the source names both 10 and 20 µM as test concentration; values of inactives mirror those of a sister screen read the other way
# Starred values were filed as active, the others as inactive; / = no result given.
1) O=C(NC1CCCCC1)C(c1ccc(F)cc1)N(Cc1ccco1)C(=O)c1csnn1 (stereo not given)
2) CCc1ccc(NCc2nc3ccccc3c(=O)[nH]2)cc1
3) NC(=O)/C(=C\c1ccco1)NC(=O)c1ccc(Br)o1
4) O=c1[nH]cnc2nc3n(c12)CCCCC3
5) CC(C)(C)c1ccc(C(=O)NCC(=O)OCC(=O)c2ccc3c(c2)-c2ccccc2C3)cc1
6) COc1ccc(CSc2nc(C)cc(=O)[nH]2)cc1Br

compound no.	1	2	3	4	5	6
hIAP inh	2	-13	10	1	7	-6
NLRP3 yeast inh	19	-14	3	-4	15	15
ATG4B inh	-3	-21	4	-7	-3	5
TIM10 inh	-1	14	7	-15	3	-19
tim10-1 inh	7	13	-3	1	5	-11
mIAP act	0.97	0.96	0.86	1.1	1	1
Apaf1 inhib	15	7	-1	0	4	-5
mIAP block	3	4	14	-6	-5	-5
hIAP activ	0.98	1.1	0.9	0.99	0.93	1.1

7) Cc1cc(OC(C)C(=O)NCC(O)c2ccccc2)c2c(C)c(C)c(=O)oc2c1 (stereo not given)
8) COc1ccc(NC(=O)C2CCCN2S(=O)(=O)c2ccc3c(c2)CC(C)N3C(C)=O)cc1OC (stereo not given)
9) CC(C(=O)NC1C(=O)N2C(C(=O)O)=C(CSc3nnnn3C)CSC12)n1cc(Cl)cn1 (stereo not given)
10) CCC(C)NC(=O)Nc1ccc(Br)cc1 (stereo not given)
11) CCOc1nc(NCCc2ccc(OC)c(OC)c2)nc(NC(C)(C)CO)n1
12) COc1ccc2nc(NNC(=O)c3cc(=O)c4ccccc4o3)sc2c1

compound no.	7	8	9	10	11	12
hIAP inh	-9	-7	12	4	3	-124
NLRP3 yeast inh	13	7	-6	33	0	28
ATG4B inh	-4	5	-7	1	-3	5
TIM10 inh	-1	2	6	-9	6	-30
tim10-1 inh	10	7	9	17	19	21
mIAP act	1.1	1	0.94	1.2	0.96	0.86
Apaf1 inhib	10	-1	1	5	-3	24
mIAP block	-6	-1	6	-24	4	14
hIAP activ	1.1	1.1	0.88	0.96	0.97	2.2*

13) CCCOc1ccc(-c2nc(-c3ccc(N)cc3)cs2)cc1
14) COc1cccc(CNC(=O)CCCNS(=O)(=O)c2cccs2)c1
15) CC(=O)Nc1ccc(NC(=O)COc2ccc(Cl)cc2Cl)cc1
16) O=C(CN1CCCCCC1)Nc1ccccc1OC(F)F
17) Cc1ccc(SC(C)C(=O)NCc2ccncc2)cc1 (stereo not given)
18) CCOC(=O)N/N=C/c1ccccc1OCc1ccc(Cl)cc1

compound no.	13	14	15	16	17	18
hIAP inh	-10	2	-9	5	0	-6
NLRP3 yeast inh	26	6	25	28	2	29
ATG4B inh	/	-4	-9	10	-10	36
TIM10 inh	5	5	23	-9	-15	44*
tim10-1 inh	20	10	22	3	1	32
mIAP act	0.9	1	1.1	0.98	0.91	1.1
Apaf1 inhib	15	5	4	8	-5	6
mIAP block	10	-1	-15	2	9	-14
hIAP activ	1.1	0.98	1.1	0.95	1	1.1

19) COC(=O)c1c(NC(=S)NN2CCOCC2)sc2c1CCCC2
20) Cc1ccc(C(=O)N(CC(=O)NC2CCCCC2)c2ccccc2F)s1
21) O=C(N/N=C/c1ccccn1)c1ccc(Cl)cc1
22) CCNc1nc(NCC)nc(C(=O)NN)n1
23) O=C(CNc1cc(S(=O)(=O)N2CCCC2)ccc1OCC(F)(F)F)Nc1cccc(C(F)(F)F)c1
24) COCCn1c(SCC(=O)NC(=O)NC(C)(C)C)nc2ccccc21

compound no.	19	20	21	22	23	24
hIAP inh	-10	-5	-35	-45	-22	16
NLRP3 yeast inh	18	4	16	6	-2	16
ATG4B inh	-9	12	0	2	-2	8
TIM10 inh	37	10	13	1	-3	0
tim10-1 inh	7	10	9	11	-4	19
mIAP act	1	1	0.9	0.93	1.9	1.1
Apaf1 inhib	18	13	4	-3	7	-7
mIAP block	-2	-3	10	7	-85	-10
hIAP activ	1.1	1.1	1.3	1.5	1.2	0.84

25) C/C(=N\NC(=O)c1ccc(O)cc1)c1cccc(NC(=O)c2ccc(Cl)cc2)c1
26) CCNC(=O)COC(=O)c1ccc(-c2nc3ccccc3s2)s1
27) Clc1ccccc1OCCCCN1CCCC1
28) Cn1c(/C=C/c2ccc([N+](=O)[O-])o2)nc2ccccc2c1=O
29) O=C(Cn1ccc(=O)[nH]c1=O)NCCO
30) CC(C)[C@H](NC(=O)[C@@H]1Cc2c([nH]c3ccccc23)C2c3ccccc3C(=O)N21)C(=O)NCC1CCCO1 (stereo not given in full)

compound no.	25	26	27	28	29	30
hIAP inh	-13	-5	-9	7	-4	12
NLRP3 yeast inh	10	10	16	14	5	-1
ATG4B inh	-12	-2	6	-4	1	-39
TIM10 inh	-33	34	-16	77*	4	0
tim10-1 inh	-6	32	12	77*	-3	5
mIAP act	1.1	1.1	0.96	0.88	1	0.98
Apaf1 inhib	6	1	-8	-4	-8	0
mIAP block	-5	-8	4	12	-3	2
hIAP activ	1.1	1.1	1.1	0.93	1	0.89

31) COc1ccc(OC)c(C(c2nnnn2CCc2ccccc2)N2CCC(C(N)=O)CC2)c1 (stereo not given)
32) Cn1c(SCC(=O)NCC2CCCO2)ncc(C(=O)Nc2ccccc2)c1=O (stereo not given)
33) CCCCN(C(=O)c1ccc([N+](=O)[O-])s1)c1c(N)n(CCCC)c(=O)[nH]c1=O
34) CN(C)c1cccc(C(=O)N/N=C/c2ccoc2)c1
35) Cc1cc(C)c2c(c1)NC(C(=O)O)C1CC=CC21 (stereo not given)
36) Cc1onc(-c2ccccc2)c1CNC(=O)CN1C(=O)c2ccccc2C1=O

compound no.	31	32	33	34	35	36
hIAP inh	-40	-20	9	-4	-37	-1
NLRP3 yeast inh	0	15	15	-6	14	23
ATG4B inh	-10	-3	-3	-8	23	0
TIM10 inh	4	9	7	11	21	10
tim10-1 inh	0	20	12	-1	27	17
mIAP act	1.1	0.98	0.98	0.99	0.86	1
Apaf1 inhib	-3	-1	0	-22	20	-6
mIAP block	-6	2	2	1	14	-5
hIAP activ	1.4	1.2	0.91	1	1.4	1

# Not a retest: 15 of the compounds above.
19) COC(=O)c1c(NC(=S)NN2CCOCC2)sc2c1CCCC2
20) Cc1ccc(C(=O)N(CC(=O)NC2CCCCC2)c2ccccc2F)s1
21) O=C(N/N=C/c1ccccn1)c1ccc(Cl)cc1
22) CCNc1nc(NCC)nc(C(=O)NN)n1
23) O=C(CNc1cc(S(=O)(=O)N2CCCC2)ccc1OCC(F)(F)F)Nc1cccc(C(F)(F)F)c1
24) COCCn1c(SCC(=O)NC(=O)NC(C)(C)C)nc2ccccc21
25) C/C(=N\NC(=O)c1ccc(O)cc1)c1cccc(NC(=O)c2ccc(Cl)cc2)c1
26) CCNC(=O)COC(=O)c1ccc(-c2nc3ccccc3s2)s1

compound no.	19	20	21	22	23	24	25	26
hIAP inh	-10	-5	-35	-45	-22	16	-13	-5
NLRP3 yeast inh	18	4	16	6	-2	16	10	10
ATG4B inh	-9	12	0	2	-2	8	-12	-2
TIM10 inh	37	10	13	1	-3	0	-33	34
tim10-1 inh	7	10	9	11	-4	19	-6	32
mIAP act	1	1	0.9	0.93	1.9	1.1	1.1	1.1
Apaf1 inhib	18	13	4	-3	7	-7	6	1
mIAP block	-2	-3	10	7	-85	-10	-5	-8
hIAP activ	1.1	1.1	1.3	1.5	1.2	0.84	1.1	1.1

27) Clc1ccccc1OCCCCN1CCCC1
28) Cn1c(/C=C/c2ccc([N+](=O)[O-])o2)nc2ccccc2c1=O
29) O=C(Cn1ccc(=O)[nH]c1=O)NCCO
30) CC(C)[C@H](NC(=O)[C@@H]1Cc2c([nH]c3ccccc23)C2c3ccccc3C(=O)N21)C(=O)NCC1CCCO1 (stereo not given in full)
31) COc1ccc(OC)c(C(c2nnnn2CCc2ccccc2)N2CCC(C(N)=O)CC2)c1 (stereo not given)
32) Cn1c(SCC(=O)NCC2CCCO2)ncc(C(=O)Nc2ccccc2)c1=O (stereo not given)
33) CCCCN(C(=O)c1ccc([N+](=O)[O-])s1)c1c(N)n(CCCC)c(=O)[nH]c1=O

compound no.	27	28	29	30	31	32	33
hIAP inh	-9	7	-4	12	-40	-20	9
NLRP3 yeast inh	16	14	5	-1	0	15	15
ATG4B inh	6	-4	1	-39	-10	-3	-3
TIM10 inh	-16	77*	4	0	4	9	7
tim10-1 inh	12	77*	-3	5	0	20	12
mIAP act	0.96	0.88	1	0.98	1.1	0.98	0.98
Apaf1 inhib	-8	-4	-8	0	-3	-1	0
mIAP block	4	12	-3	2	-6	2	2
hIAP activ	1.1	0.93	1	0.89	1.4	1.2	0.91

# The list goes on.
37) C[C@@H](C(=O)NCc1ccccc1)[C@H]1C[C@]1(C)[C@H](NC(=O)OCc1ccccc1)c1ccccc1
38) Cc1ccc(-c2nnc(-c3ccccc3Br)o2)cc1
39) COc1cccc(NC(=O)CSc2nnc(NC(=O)c3ccco3)s2)c1
40) COc1ccc(-n2c(-c3ccc(Cl)cc3Cl)n[nH]c2=S)c(OC)c1
41) CC(C)CNC(=S)NNC(=O)c1ccc2c(c1)OCO2
42) COc1ccccc1Nc1ncnc2c1c(C)c(C)n2CCO
43) O=C(Cn1c(-c2ccccc2)noc1=O)Nc1ccc(N2CCCCCC2)cc1
44) CCn1c(SCC(=O)NNC(=O)c2ccc(OC)cc2)nnc1-c1cccnc1

compound no.	37	38	39	40	41	42	43	44
hIAP inh	3	-42	4	-21	-66	2	-5	-7
NLRP3 yeast inh	1	30	-1	10	-2	18	6	20
ATG4B inh	0	11	3	-5	-5	-2	-5	4
TIM10 inh	7	1	-19	14	13	18	29	6
tim10-1 inh	24	-1	-23	-2	-13	38	39	-5
mIAP act	1.3	1	0.91	1.1	0.93	1	0.93	0.94
Apaf1 inhib	16	19	-3	9	-11	6	-3	-14
mIAP block	-26	0	9	-11	7	-2	7	6
hIAP activ	0.97	1.4	0.96	1.2	1.7	0.98	1.1	1.1

# An unsorted share of the library; 4.5% or so of the library scored in one or more.
